# Compound activity as filed in PubChem.
# CF NFkB inh: cystic fibrosis NF-kB activation inhibition | KKLEB NF-kB-GFP reporter, PAF-induced, GFP fluorescence overnight | inhibition, % at 5 µM | actives 0.86% (n = 360,000) | AID 588850;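 active = at least 50% inhibition at 5 µM, scaled per plate between neutral and stimulator controls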;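 note: PAF is a Pseudomonas aeruginosa culture filtrate used as stimulus; plate controls were PAF-stimulated DMSO wells for no effect and unstimulated DMSO wells for full effect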
# C8 TRAIL sens: caspase-8 TRAIL sensitization | NB7+C8 cells + TRAIL, ATPlite viability luminescence | actives 1% (n = 360,000) | AID 624354 | inhibition (viability loss, TRAIL sensitization), % at 10 µM;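 active = compounds causing at least 50% loss of cell viability in the single-dose screen, relative to plate controls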
# TRPM1 prom inh: inhibitors of MITF-driven TRPM1 promoter in melanoma cells | SK-MEL-5 TRPM1 promoter luciferase, 24 h | inhibition, % at 12.5 µM | actives 0.83% (n = 330,000) | AID 488899;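 active = mean inhibition across replicates of 60% or more, whatever share of single replicates reaches that level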; note: values of inactives mirror those of a sister screen read the other way
# TROY signal inh: blocks TROY-dependent signaling in reporter cells. actives 0.98% (n = 360,000). Q293 LMP1-TROYcd NF-kB luciferase reporter, 4 h. inhibition, % at 10 µM;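 active = compounds whose plate-normalised and pattern-corrected inhibition of the luciferase reporter signal at the single screening dose is 50% or more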
# Peg3 promoter: inhibitors of Peg3 promoter; HeLa PEG-Prom luciferase reporter, luminescence, overnight; inhibition, % at 20 µM; actives 1.7% (n = 360,000); AID 588405;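 active = inhibition of at least 50% at 20 µM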
# Shn3 inh set2: inhibitors of Schnurri-3 3'UTR reporter in osteoblasts; Clone20 osteoblast Shn3 3'UTR firefly luciferase, 24 h; inhibition, % at 12.5 µM; actives 0.52% (n = 360,000);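 active = mean inhibition of at least 75% with every replicate also reaching 75%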;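 note: 0% = median of neutral control wells and 100% = pilot-screen positive control compound; some compounds past the cut are filed as inactive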
# TWEAK Fn14 block: blocks TWEAK-Fn14 interaction in a reporter cell assay. inhibition, % at 10 µM. TWEAK-stimulated Fn14 reporter cells, luciferase luminescence, 8 h. actives 2% (n = 360,000). AID 1159606; in the data active = inhibition above about 50%
# NR2E3 ag-1: activates human photoreceptor nuclear receptor NR2E3 | Q9Y5X4 | GST-NR2E3/biotin-RetCOR TR-FRET, 1536-well | inhibition of corepressor binding, % at 4.78 µM | actives 0.12% (n = 320,000) | AID 2300;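 active = percent inhibition above the cutoff of mean plus 3 SD of all tested compounds, set per screening campaign, cut at about 20% in these data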;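 note: 0% = DMSO wells and 100% = biotin wells as full block of FRET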
# Target sequence (Q9Y5X4 whole entry, looked up): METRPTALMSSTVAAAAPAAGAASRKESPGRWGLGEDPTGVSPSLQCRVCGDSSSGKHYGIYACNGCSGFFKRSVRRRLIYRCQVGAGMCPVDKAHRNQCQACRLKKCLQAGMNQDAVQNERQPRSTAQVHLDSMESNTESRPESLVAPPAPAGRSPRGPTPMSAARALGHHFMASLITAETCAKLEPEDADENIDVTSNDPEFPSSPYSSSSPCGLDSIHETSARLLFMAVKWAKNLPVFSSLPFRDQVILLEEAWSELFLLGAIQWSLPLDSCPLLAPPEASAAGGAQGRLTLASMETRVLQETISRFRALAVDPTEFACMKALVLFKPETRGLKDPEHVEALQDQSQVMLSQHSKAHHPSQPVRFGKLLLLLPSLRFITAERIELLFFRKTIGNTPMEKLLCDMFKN
#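 Test system – NR2E3–RetCOR corepressor complex · Quantity – NR2E3 fusion 1.35 nM · Buffer or medium – Tris pH 7.5 · Incubation – Compound–protein incubation for 5 h at 4 °C · Technique – TR-FRET, Eu(K)-anti-GST donor, streptavidin-D2 acceptor, ex 340, em 617/671 nm · Evaluation – percent inhibition of 671/617 nm emission ratio versus biotin and DMSO controls · Plate – 1536-well format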
# KKLEB tox: counter-screen for CF NF-kB inhibitors: cytotoxicity | actives 0.36% (n = 360,000) | KKLEB CF airway cells viability, ATPlite luminescence, overnight; hits give low values; cells stimulated with P. aeruginosa culture filtrate | activity change (cytotoxicity), % at 5 µM;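 active = corrected activity change at or below -50% at 5 µM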
# NR2E3 ag-2: activates human NR2E3 receptor. CHO-S Gal4-NCOR/VP16-NR2E3 two-hybrid, luciferase. actives 0.35% (n = 360,000). AID 602229. inhibition of corepressor binding, % at 3.98 µM;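 active = inhibition above the mean of all tested compounds plus 3 SD, cut at about 70% in these data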;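 note: 0% = DMSO with NR2E3 transfected cells and 100% = cells lacking NR2E3 construct; higher means lower luciferase signal from less NR2E3 corepressor binding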
# HIF-2a block: inhibitors of HIF-2a. 786-0 RCC cells HIF-2a reporter, luciferase luminescence, overnight. inhibition, % at 18.8 µM. actives 0.72% (n = 360,000);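 active = inhibition of the luminescence signal of 40% or more relative to plate controls, in a single-dose primary screen at 18.75 µM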
# * hit, by the source's call; / = not tested or not shown; & = joins results of further samples. The list is partial, so the mix of outcomes need not match the whole.
SMILES,CF NFkB inh,C8 TRAIL sens,TRPM1 prom inh,TROY signal inh,Peg3 promoter,Shn3 inh set2,TWEAK Fn14 block,NR2E3 ag-1,KKLEB tox,NR2E3 ag-2,HIF-2a block
CCC1CCCCN1S(=O)(=O)c1ccc(S(=O)(=O)N(Cc2cccs2)C2CC2)cc1 (configuration not stated),4.7,17.4,-7.5,6.9,11.1,39.2,-8.0,4.0,0.7,-18.6,26.4
COc1ccc(C2CC(c3cccs3)=NN2C(=O)CSc2nc3ccccc3o2)cc1 (configuration not stated),24.6,-10.0,9.6,-1.4,20.5,0.0,25.2,2.9,3.4,-26.3,10.1
CCc1ccccc1Nc1nc(N)nc(COC(=O)c2c(C)noc2C)n1,11.8,9.9,9.6,-13.5,1.8,2.4,-59.9,-6.3,2.1,-4.3,7.8
COc1ccc(-c2nc3c(Br)c(N)c(Br)cc3o2)cc1,-16.1,20.4,0.8,-52.3,-246.7,-60.9,-2.9,1.1,-7.5,-123.7,-208.0
O=C(Nn1cnnc1)c1cc(Cl)ccc1Cl,-8.0,0.7,9.7,1.7,7.0,-5.1,4.0,-1.8,4.3,-4.6,21.5
O=C(CN1C(=O)C2CCc3[nH]c4ccccc4c3C2C1=O)N1CCCC1 (configuration not stated),-4.7,-37.0,1.1,-31.4,-0.4,2.0&-11.2,-3.8,/,6.4,-16.2,-2.6
OC[C@@H]1CN(Cc2ccco2)C[C@H](n2cnc3c(NC4CCCC4)ncnc32)O1,-2.7,-6.9,/,-13.4,-3.2,-76.0,4.1,/,2.4,6.7,-3.2
COc1ccc(CNC(=O)c2c(O)c3ccccc3n(C)c2=O)cc1OC,-10.6,-6.0,-6.5,3.3,7.5,-12.0,-23.0,-2.1,-2.4,5.0,-1.6
Cc1nn(Cc2ccc(C(=O)N3N=C(C(F)F)CC3(O)C(F)F)o2)c(C)c1[N+](=O)[O-] (configuration not stated),-14.6,12.0,14.2,0.7,13.7,-0.3,25.8,-1.6,3.0,-34.2,20.8
CCOc1ccc2cc(S(=O)(=O)N3CCN(C)CC3)ccc2c1,-0.5,6.0,-0.3,-24.1,19.3,-22.9,17.4,3.1,5.2,32.7,0.4
O=C(O)C(Cc1c[nH]c2ccccc12)N1Cc2ccccc2C1=O (configuration not stated),-2.3,-0.4,-17.1,2.1,-164.5,-46.0,32.8,0.3,-2.2,-43.4,-172.3
Cc1ccc(NC(=O)Nc2c(C)n(C)n(-c3ccccc3)c2=O)cc1C,-13.0,-18.4,1.0,6.9,13.3,13.4,5.8,1.4,13.4,-21.1,6.7
COC(=O)[C@]1(C)N[C@H](CN(C)C(=O)c2ccc(C(C)(C)C)cc2)[C@@H]2C(=O)N(C)C(=O)[C@@H]21,1.1,-3.5,-3.6,-13.4,6.2,-3.0,-0.8,/,9.2,12.5,3.6
CCC(=NNC(=O)c1ccc2c(c1)nc(C)n2CC)c1cc(F)ccc1O,0.8,7.9,0.3,-45.5,5.6,77.3,-8.7,/,4.7,-2.6,-13.2
CCC(=O)Nc1sc2c(c1C(N)=O)CCN(Cc1ccccc1)C2,-27.2,1.0,/,-8.2,1.3,14.7,-14.2,-0.1,12.7,-43.5,-20.9
CN(Cc1nc(-c2cccnc2)no1)S(=O)(=O)c1ccc(Br)cc1,11.4,-10.6,-7.8,/,26.5,25.7,16.6,11.9,5.1,21.2,17.2
COc1ccc(CCNC(=O)CN(C)S(=O)(=O)c2ccc3c(c2)CCC(=O)N3)cc1OC,12.0,-8.2,6.2,1.2,-3.3,-42.9,-14.4,2.7,-4.9,-15.1,2.3
C=CCn1c(Cc2ccccc2)nc2c(cnn2-c2ccccc2)c1=O,5.6,-0.7,6.8,6.2,6.7,38.5,45.5,1.7,-9.3,6.6,-7.6
Clc1ccc2nc(CN3CCCCC3)cn2c1,-21.2,17.7,4.0,-0.8,-1.8,4.3,13.0,2.2,7.8,-10.4,-6.1
O=C(CCCN1CCc2[nH]c3ccc(F)cc3c2C1)c1ccc(F)cc1,-18.2,6.7,-2.8,-32.2,27.9,14.4,-4.2,-2.0,-0.2,13.0,-1.9
CCCCCCCCC(=O)NCCOc1ccccc1,1.5,8.1,3.9,-43.0,1.7,-11.5,-16.9,-0.4,9.6,-0.6,19.8
CC1CCc2sc(C(=O)N/N=C/C3CCCCC3)cc2C1 (configuration not stated),-11.5,-1.7,12.6,-29.3,-9.5,-11.7,-11.6,0.2,10.1,-0.3,-0.8
CC(=O)N/N=C(\C)c1ccc(Br)cc1Br,-12.2,-9.1,6.5,-14.0,2.0,-14.6,10.2,-1.2,2.3,-2.0,10.6
Cc1ccc(/C=N/NC(=O)c2sccc2OCc2ccc(F)cc2)cc1,2.9,15.2,3.4,-80.7,-65.3,-39.5,-24.2,2.2,-16.5,-171.2,-214.6
COc1ccccc1-c1cc(N)n(S(=O)(=O)c2cccc3nsnc23)n1,11.4,2.9,6.0,2.3,5.8,4.4,-5.8,-0.7,-13.1,-6.4,13.1

# Random excerpt: 3 records from the list, in no set order.
SMILES,CF NFkB inh,C8 TRAIL sens,TRPM1 prom inh,TROY signal inh,Peg3 promoter,Shn3 inh set2,TWEAK Fn14 block,NR2E3 ag-1,KKLEB tox,NR2E3 ag-2,HIF-2a block
Clc1ccc2nc(CN3CCCCC3)cn2c1,-21.2,17.7,4.0,-0.8,-1.8,4.3,13.0,2.2,7.8,-10.4,-6.1
Cc1ccc(/C=N/NC(=O)c2sccc2OCc2ccc(F)cc2)cc1,2.9,15.2,3.4,-80.7,-65.3,-39.5,-24.2,2.2,-16.5,-171.2,-214.6
C=CCn1c(Cc2ccccc2)nc2c(cnn2-c2ccccc2)c1=O,5.6,-0.7,6.8,6.2,6.7,38.5,45.5,1.7,-9.3,6.6,-7.6

# Next part:
SMILES,CF NFkB inh,C8 TRAIL sens,TRPM1 prom inh,TROY signal inh,Peg3 promoter,Shn3 inh set2,TWEAK Fn14 block,NR2E3 ag-1,KKLEB tox,NR2E3 ag-2,HIF-2a block
O=C(Cn1cc(C(F)(F)F)ccc1=O)N1CCN(S(=O)(=O)c2ccc(Cl)cc2)CC1,13.3,-16.0,10.8,21.3,4.2,0.1,1.0,1.5,-1.2,-23.1,22.5
O=C(NCCCN1CCOCC1)c1ccccc1N1C(=O)[C@@H]2Cc3c([nH]c4ccccc34)C(c3ccccc3)N2C1=O (some centres not stated),-27.8,3.1,/,-9.1,-12.9,69.5,-5.7,/,7.3,0.5,31.9
Cc1nc2ccsc2c(=O)n1-c1cccc(Cl)c1,-9.4,-16.1,1.4,5.0,3.7,-6.1,-9.3,3.3,0.7,-19.1,9.5
CN(CC(=O)Nc1ccccc1Br)C(=O)CNC(=O)C1CCCCC1,-9.5,-22.1,1.8,-2.2,2.0,1.1,-3.0,1.9,13.6,-5.8,6.4
CCOC(=O)C(=O)NC12CC3CC(CC(C3)C1)C2,3.9,-6.4,-5.9,0.2,9.2,-64.2,-3.2,-0.6,3.9,4.1,26.1
COc1ccccc1C(CNC(=O)c1cc(S(=O)(=O)N2CCOCC2)ccc1C)N1CCCC1 (configuration not stated),-1.2,-7.6,-6.1,12.5,3.0,5.7,2.4,2.7,-17.9,-10.0,0.5
C=CCn1c(SCC(=O)N2CCc3ccccc3C2)nc2sc(C)c(C)c2c1=O,-12.8,-13.9,-4.9,18.1,22.6,13.0,-18.4,-0.3,9.6,-17.1,17.8
Cc1cccc(NC(=O)CSCC(=O)N2CCCc3ccccc32)c1,27.4,-18.2,7.5,-17.2,0.0,-8.7,-1.9,2.7,-23.6,-10.3,5.8
Cc1cc(=O)n(Cc2ccc(OC(C)C)cc2)c(=S)[nH]1,-12.9,-4.6,-14.9,3.2,17.9,32.1,-0.9,-2.5,-4.3,14.1,19.6
CCCCC(CC)COC(=O)CCCCC(=O)OCC(CC)CCCC (configuration not stated),4.5,-5.6,4.3,5.6,3.4,-17.2,-3.9,6.4,-14.0,-6.1,15.1
COC(=O)c1ccccc1NC(=O)c1cc2sccc2n1C,5.0,-4.7,0.3,-10.9,-20.4,0.5,3.2,1.0,-7.8,-27.6,-30.8
O=C(Nc1ccc(Br)cc1)c1cccc(N2C(=O)CCC2=O)c1,18.4,-8.8,-5.3,-40.7,-4.3,-3.0,-12.7,-2.2,-11.2,-99.5,-57.9
Cc1cc(Br)ccc1N=C1NC(=O)CS1,-6.0,3.1,9.1,13.4,-0.2,37.6,4.9,2.4,10.9,-5.7,10.4
CN1/C(=C\C(=O)c2ccco2)c2ccccc2CC1(C)C,0.7,-0.1,5.0,-4.3,3.3,11.8,7.2,4.2,6.9,5.7,0.5
OCC1CCCN1C(=S)Nc1ccccc1 (configuration not stated),13.3,-6.5,1.1,-2.4,1.0,1.1,8.6,3.7,3.9,13.2,0.2
COc1ccc(C2C3=C(CC(C)(C)CC3=O)Nc3c2c(=O)n(C)c(=O)n3C)cc1OC (configuration not stated),1.0,-23.4,-1.0,-4.8,1.6,2.5,-6.0,3.3,-12.8,-22.6,12.0
O=C(Nc1ccccc1)N1CCC(n2c(=O)[nH]c3ccccc32)CC1,-11.2,20.0,1.7,7.2,6.2,-3.6,-9.8,2.5,5.2,-3.5,3.9
CC(C)(C)C1=C(C#N)C(c2cccnc2)C(C#N)=C(N)O1 (configuration not stated),1.5,-0.9,8.6,9.5,6.6,0.0,-4.7,-1.7,8.1,-15.8,13.5
O=C(NCC(=O)N(Cc1cccs1)C(C(=O)NC1CCCCC1)c1ccncc1)c1ccco1 (configuration not stated),1.2,-6.1,8.8,20.5,1.4,5.5,7.8,0.7,2.2,3.2,9.3
Cc1oc(-c2cccc(Cl)c2)nc1CN1CCC(C(=O)N2CCN(c3ccccc3F)CC2)CC1,16.4,7.1,1.6,24.0,32.5,35.8,-10.6,1.5,4.2,-11.9,-2.6
COc1ccc(Nc2nc(=O)c3cc([N+](=O)[O-])ccc3s2)cc1,-5.6,10.1,2.0,-3.8,-7.3,1.8,-14.1,/,-4.3,-18.7,-33.0
Fc1ccccc1Cc1noc(CN2CCN(c3ccc(Cl)cn3)CC2)n1,0.4,-3.5,-6.8,7.6,-1.9,14.9,13.1,3.9,0.3,26.4,16.1
CC(C)(C)c1ccc(C(O)c2ncc(-c3ccccc3F)[nH]2)cc1 (configuration not stated),17.7,5.6,/,-28.4,-31.6,2.7,0.7,/,-11.3,-41.4,-55.8
CCN(CC)CCCNC(=O)C1c2ccccc2Oc2ccccc21,-0.9,-6.7,-1.9,-30.6,-5.9,-14.2,-7.5,1.0,-3.4,8.0,3.5
CCCCOc1ccc(C(=O)N(Cc2ccccc2)C2CCS(=O)(=O)C2)cc1 (configuration not stated),15.7,16.4,10.0,-9.3,-4.6,4.9,-16.3,-3.5,-15.2,-24.0,6.3
CCCCN(C)C(=O)c1ccc(S(=O)(=O)N2CCOCC2)cc1,4.2,-11.5,3.5,12.1,21.6,3.2,5.2,-0.5,-1.7,-4.8,19.5
COc1ccc(NC(=O)c2ccc3c(c2)S(=O)(=O)N=C2CCCCCN23)cc1S(N)(=O)=O,3.1,3.6,-14.4,-6.8,-8.3,4.3,8.8,/,0.6,-18.3,-1.3
